m5-HT2A agonist: mouse Htr2a agonists via beta-arrestin recruitment, primary screen, cell-based, luminescence. AID 624169, 2012. activation, % at 7.6 µM. 5-hydroxytryptamine receptor 2A (Mus musculus), P35363. CHO-K1 mHTR2A beta-arrestin complementation; percent of 30 µM serotonin response. 0.66% of 360,000 active;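 active = activation above a run cutoff, the mean activation of all tested compounds plus 3 SD, cut at about 14% in these data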;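 also: 0% = plate median of compound wells and 100% = 30 µM serotonin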
Target sequence (P35363 whole entry, looked up): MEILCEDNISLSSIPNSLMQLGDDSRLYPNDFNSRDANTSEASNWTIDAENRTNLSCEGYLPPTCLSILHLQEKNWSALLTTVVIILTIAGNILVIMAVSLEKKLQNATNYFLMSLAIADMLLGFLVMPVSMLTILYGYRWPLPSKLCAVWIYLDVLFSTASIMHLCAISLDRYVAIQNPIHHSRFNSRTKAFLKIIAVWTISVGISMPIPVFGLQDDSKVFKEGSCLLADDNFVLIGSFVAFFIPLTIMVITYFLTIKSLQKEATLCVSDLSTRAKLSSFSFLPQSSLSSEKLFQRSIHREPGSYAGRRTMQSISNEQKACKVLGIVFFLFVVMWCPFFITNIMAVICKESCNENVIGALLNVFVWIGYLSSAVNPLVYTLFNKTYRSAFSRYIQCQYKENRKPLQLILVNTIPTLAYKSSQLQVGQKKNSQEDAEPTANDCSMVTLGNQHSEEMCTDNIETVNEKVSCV
Vif imaging: HIV Vif self-association inhibitors, primary screen, imaging, HEK293T, single point | HEK293T cells, Vif self-association by quenched fluorescence, 24 h | inhibition, % at 7.49 µM | 0.35% of 340,000 active; in the data active = inhibition above about 50%, passing the limit was not always enough; inconclusive = no clear call, values can overlap the other calls; inactive = below about 31%; also: some results filed as inactive read as strong as hits
Glyco luc inh: increase of ERlucT glycosylation luciferase signal, primary screen, N-linked glycosylation inhibitor project, D54 ERlucT cells, luminescence, set 2 | AID 588692, 2011 | reporter increase, % at 12.5 µM | D54 ERlucT glycosylation luciferase reporter, 24 h; percent of 100 nM tunicamycin response | 0.23% of 360,000 active;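 active = mean luciferase reporter signal, scaled so untreated is 0 and the glycosylation-blocking control 100, at or above a set limit in every replicate; inconclusive = mean reaches the limit but not every replicate does; inactive = mean below the limit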;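 also: luciferase carries N-glycosylation sites so blocking glycosylation raises the light; 0% = median of neutral control wells and 100% = median of 100 nM tunicamycin wells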
MC4R antagonist: MC4R antagonists of cAMP signaling, primary screen, cell-based, TR-FRET, antagonist arm of biased-ligand search; Melanocortin receptor 4 (Homo sapiens), P32245; MC4R-expressing cells, MTII-stimulated cAMP, LANCE TR-FRET; inhibition, % at 6.5 µM; 0.48% of 360,000 active; AID 540295, 2011;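 active = inhibition above its plate's cutoff, the mean of tested wells on that plate plus 3 SD, cut at about 29% in these data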;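 also: 0% = Melanotan II alone and 100% = Melanotan II plus saturating MCL0020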
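System: U2OS cells stably expressing human melanocortin 4 receptor (MC4R). Reagent: Melanotan II challenge after compound preincubation. Doses: 6.5 µM. Times: 30-min compound, 1-h challenge, 1-h detection, room temperature. Measured by: TR-FRET with Eu-cAMP and labeled anti-cAMP, 671 nm. Replicates: singlicate.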
CaV13 FRET inh: Primary screen for inhibitors of IQ motif and Ca2+-dependent inactivation inhibitor domain binding in CACNA1D, Förster resonance energy transfer in living cells, …; HEK cells, CFP/YFP FRET ICDI-IQ, plate reader, 10 min; percent FRET-ratio fall versus neutral wells; inhibition, % at 12.3 µM; 0.098% of 340,000 active;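 active = mean replicate inhibition of at least 30% and at least 1% of replicates passing that level; inconclusive = only one of the two criteria is met; inactive = neither criterion is met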;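 also: 0% = median of the neutral control wells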
MC4R barr agon: MC4R agonists recruiting beta-arrestin, primary screen, cell-based, luminescence, agonist arm of biased-ligand search; U2OS MC4R beta-arrestin complementation; percent of melanotan II response, DMSO zero; 0.98% of 360,000 active; activation, % at 8.9 µM;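 active = activation above a per-plate cutoff, the mean activation of sample wells on that plate plus 3 SD, cut at about 8% in these data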
aDG glyco act: activators of alpha-DG glycosylation, primary screen, uHTS, Pro5-aDG cells, AlphaScreen | alpha-DG glycosylation AlphaScreen (IIH6); 0% Pro5, 100% B10-LARGE cell signal | activation, % at 10 µM | 0.22% of 360,000 active | AID 624168, 2012;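 active = activation of at least 8% versus controls, or a plate z-score of at least 8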;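 also: Pro5 are CHO cells carrying HIG-tagged alpha-DG that lacks glycosylation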
ABCB6 inh MLPCN: ABCB6 transporter inhibitors, primary screen, K562-ABCB6 cells, flow cytometry, MLPCN library. 0.19% of 360,000 active. ATP-binding cassette sub-family B member 6 (Homo sapiens), Q9NP58. K562-ABCB6 porphyrin accumulation, 1 h; hits give low values. AID 602162, 2011. fluorescence ratio to DMSO, % at 10 µM;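 active = fluorescence ratio to DMSO below 75%, the collection mean minus 3 SD; inconclusive = too few cells collected in the well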;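 also: signal is porphyrin accumulated inside mitochondria; 100% equals median channel fluorescence of DMSO control wells; lower ratio means ABCB6 inhibition with less porphyrin fluorescence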
PDI inh: inhibitors of human PDI, primary screen, biochemical, turbidity, single point, plate reader; PDI insulin aggregation turbidity, A650, 90 min; inhibition, % at 10 µM; 0.052% of 350,000 active; AID 588391, 2011;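 active = mean inhibition across replicates of 30% or more, whatever share of single replicates reach that level; inconclusive = mean inhibition below 30% while every single replicate reaches 30%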;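 also: absorbance from insulin aggregation driven by PDI reduction with DTT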
Target sequence (P07237 whole entry, looked up): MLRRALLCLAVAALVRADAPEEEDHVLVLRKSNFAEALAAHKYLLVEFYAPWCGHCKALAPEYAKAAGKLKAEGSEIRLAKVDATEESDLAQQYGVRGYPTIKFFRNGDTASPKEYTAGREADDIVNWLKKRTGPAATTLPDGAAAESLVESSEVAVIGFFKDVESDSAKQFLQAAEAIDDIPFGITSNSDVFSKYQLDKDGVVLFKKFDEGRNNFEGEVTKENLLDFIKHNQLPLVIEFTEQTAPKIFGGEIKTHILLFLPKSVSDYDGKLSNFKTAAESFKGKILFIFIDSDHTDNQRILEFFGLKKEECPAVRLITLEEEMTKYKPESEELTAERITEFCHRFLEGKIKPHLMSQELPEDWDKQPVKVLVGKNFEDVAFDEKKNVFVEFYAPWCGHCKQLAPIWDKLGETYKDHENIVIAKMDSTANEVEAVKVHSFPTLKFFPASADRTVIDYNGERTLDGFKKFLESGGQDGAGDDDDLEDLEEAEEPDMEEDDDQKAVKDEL
H9c2 protect: cardioprotection against H2O2-induced cell death, primary screen, uHTS, H9c2 cells, ATPLite luminescence; H9c2 cardiomyocytes, H2O2 injury protection, 2 h; protection from H2O2 cell death, % at 20 µM; 0.63% of 360,000 active;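 active = compounds giving at least 50% protection of heart cells from peroxide-induced death in the single-dose screen, raw or plate-pattern-corrected value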;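 also: 0% = DMSO wells with peroxide and 100% = DMSO wells without peroxide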
* hit, by the source's call.

For CCc1n[nH]c(=S)n1/N=C/c1ccc(-c2ccc(Br)cc2)o1 the results were m5-HT2A agonist -1, Vif imaging 27, Glyco luc inh 0, MC4R antagonist 10, CaV13 FRET inh -20, MC4R barr agon 7.0, aDG glyco act 0.1, ABCB6 inh MLPCN 96, PDI inh 4 and H9c2 protect 0.
Screening COc1ccc(OCc2nc(-c3ccc(F)c(F)c3)cs2)cc1 returned m5-HT2A agonist -2, Vif imaging -1, Glyco luc inh 0, MC4R antagonist 3, CaV13 FRET inh -2, MC4R barr agon -1.6, aDG glyco act -0.1, ABCB6 inh MLPCN 98, PDI inh 10 and H9c2 protect -13.
`C/C(=N\N1CCN(Cc2ccccc2Cl)CC1)c1ccc([N+](=O)[O-])cc1` gave m5-HT2A agonist -5, Vif imaging -3, Glyco luc inh -1, MC4R antagonist 12, CaV13 FRET inh -5, MC4R barr agon 0.2, aDG glyco act -0.2, ABCB6 inh MLPCN 95, PDI inh -7 and H9c2 protect 2.
For O=C(Cc1ccccc1)Nc1ccc(NC(=S)NC(=O)c2ccccc2)cc1 the results were m5-HT2A agonist 5, Vif imaging -5, Glyco luc inh -6, MC4R antagonist 5, MC4R barr agon 7.3, aDG glyco act 0.0, ABCB6 inh MLPCN 97, PDI inh 11 and H9c2 protect -2.
`COc1cc(NC(=O)c2cccc(C)c2)c(OC)cc1NC(=O)CN1CCOCC1` gave m5-HT2A agonist 0, Vif imaging 5, Glyco luc inh 1, MC4R antagonist -6, CaV13 FRET inh -3, MC4R barr agon -1.5, aDG glyco act 0.1, ABCB6 inh MLPCN 90, PDI inh -8 and H9c2 protect 15.
CCC(=O)N1CCC2(CC1)Oc1ccc(Cl)cc1C(=O)C21CC(c2ccc(Cl)cc2)=NO1 (stereo unspecified) was read as m5-HT2A agonist -9, Vif imaging -1, Glyco luc inh -5, MC4R antagonist 9, CaV13 FRET inh -11, MC4R barr agon 1.4, aDG glyco act -0.2, ABCB6 inh MLPCN 100, PDI inh -2 and H9c2 protect -7.
Screening CC1(C(=O)NC2CCCCCC2)CCC(=O)N1Cc1ccc2c(c1)OCO2 (stereo unspecified) returned m5-HT2A agonist 1, Vif imaging -7, Glyco luc inh -2, MC4R antagonist 3, CaV13 FRET inh -4, MC4R barr agon -1.1, aDG glyco act -0.2, ABCB6 inh MLPCN 94, PDI inh -46 and H9c2 protect -6.
`CC(C)C[C@@H](CO)NS(=O)(=O)c1cc(Cl)ccc1F` gave m5-HT2A agonist -1, Vif imaging -9, Glyco luc inh 2, MC4R antagonist -4, CaV13 FRET inh -3, MC4R barr agon -0.5, aDG glyco act 0.1, ABCB6 inh MLPCN 96, PDI inh -5 and H9c2 protect -1.
`CN(C)c1cccc(C(=O)NNC(=O)/C=C/c2cccs2)c1` gave m5-HT2A agonist 3, Vif imaging -5, Glyco luc inh 0, MC4R antagonist -2, CaV13 FRET inh -5, MC4R barr agon -5.1, aDG glyco act 0.0, ABCB6 inh MLPCN 98, PDI inh 6 and H9c2 protect 3.
`O=C1CCCC(O)=C1C=Nc1ccc2c(c1)oc1ccccc12` gave m5-HT2A agonist 2, Vif imaging 2, Glyco luc inh 7, MC4R antagonist 0, MC4R barr agon -2.3, aDG glyco act 0.1, ABCB6 inh MLPCN 102, PDI inh -6 and H9c2 protect 11.
For COc1ccc(C2/C=C\CN(CC(C)(C)C)CC(=O)N2Cc2ccc(F)cc2)cc1 (stereo unspecified) the results were m5-HT2A agonist 2, Vif imaging 5, Glyco luc inh 1, MC4R antagonist 3, CaV13 FRET inh -13, MC4R barr agon 2.8, aDG glyco act 0.5, ABCB6 inh MLPCN 105, PDI inh 1 and H9c2 protect -10.
`CCOC(=O)Cc1csc(SCC(=O)Nc2cccc(Cl)c2)n1` gave m5-HT2A agonist 1, Vif imaging -1, Glyco luc inh 1, MC4R antagonist 1, MC4R barr agon -0.7, aDG glyco act -0.1, ABCB6 inh MLPCN 91, PDI inh 2 and H9c2 protect -32.
`COC(C(=O)NNC(=O)CCc1ccccc1)c1ccccc1` (stereo unspecified) gave m5-HT2A agonist 0, Vif imaging -5, Glyco luc inh 2, MC4R antagonist 7, CaV13 FRET inh -6, MC4R barr agon 1.2, aDG glyco act -0.3, ABCB6 inh MLPCN 95, PDI inh -4 and H9c2 protect 1.
`COCCn1c(SCC(=O)N2CC(C)OC(C)C2)nc2c([nH]c3ccccc32)c1=O` (stereo unspecified) gave m5-HT2A agonist 4, Vif imaging -4, Glyco luc inh 1, MC4R antagonist -5, CaV13 FRET inh -6, MC4R barr agon -2.2, aDG glyco act -0.1, ABCB6 inh MLPCN 97, PDI inh 5 and H9c2 protect 6.
Screening O=C(Nc1ccc2c(c1)CCC2)c1ccccc1Br returned m5-HT2A agonist -3, Glyco luc inh -5, MC4R antagonist 11, CaV13 FRET inh 12, MC4R barr agon -1.7, aDG glyco act 0.2, ABCB6 inh MLPCN 97, PDI inh -1 and H9c2 protect -8.
CCOC(=O)c1ccc(N/N=C/c2cc(Br)cc([N+](=O)[O-])c2O)cc1 was read as m5-HT2A agonist -1, Vif imaging 12, Glyco luc inh -1, MC4R antagonist 2, CaV13 FRET inh 4, MC4R barr agon -3.6, aDG glyco act -0.6, ABCB6 inh MLPCN 101, PDI inh 2 and H9c2 protect -15.
`CC(=O)NC(c1ccc(F)c(F)c1)c1nc(-c2ccc(F)c(Cl)c2)cs1` (stereo unspecified) gave m5-HT2A agonist -2, Glyco luc inh -5, MC4R antagonist 10, CaV13 FRET inh -6, MC4R barr agon 4.0, aDG glyco act 0.2, ABCB6 inh MLPCN 100, PDI inh -13 and H9c2 protect -6.
Screening COc1ccccc1OCC(=O)NCC1CCCN(Cc2cnn(C)c2C)C1 (stereo unspecified) returned m5-HT2A agonist 8, Vif imaging 6, Glyco luc inh -1, MC4R antagonist 1, CaV13 FRET inh -6, MC4R barr agon 0.3, aDG glyco act 0.0, ABCB6 inh MLPCN 101, PDI inh 2 and H9c2 protect -4.
For Cc1nnc(SCC(=O)Nc2ccccc2)n1CCc1ccccc1 the results were m5-HT2A agonist 2, Vif imaging 17, Glyco luc inh 1, MC4R antagonist -5, CaV13 FRET inh -8, MC4R barr agon 1.0, aDG glyco act -0.2, ABCB6 inh MLPCN 96, PDI inh -9 and H9c2 protect 4.
`Cc1cc(C)n2c(SCC(=O)NC3CCCCC3C)nnc2n1` (stereo unspecified) gave m5-HT2A agonist 4, Vif imaging -4, Glyco luc inh 1, MC4R antagonist 5, CaV13 FRET inh -7, MC4R barr agon 3.1, aDG glyco act 1.2, ABCB6 inh MLPCN 101, PDI inh 0 and H9c2 protect 4.
For O=C(O)c1cc(NCc2ccccc2)ccc1N1CCOCC1 the results were m5-HT2A agonist -3, Vif imaging -35, Glyco luc inh -1, MC4R antagonist 7, MC4R barr agon -0.3, aDG glyco act -0.1, ABCB6 inh MLPCN 103, PDI inh -1 and H9c2 protect -2.
Screening Cn1c(N)c(C(=O)CSc2nc(C3CC3)n(-c3ccccc3)n2)c(=O)n(C)c1=O returned m5-HT2A agonist -1, Vif imaging -8, Glyco luc inh -1, MC4R antagonist 0, CaV13 FRET inh -5, MC4R barr agon 0.0, aDG glyco act 0.1, ABCB6 inh MLPCN 95, PDI inh 3 and H9c2 protect 2.
`O=C(c1ccccc1)N1CCN(CC(O)COCC2CC=CCC2)CC1` (stereo unspecified) gave m5-HT2A agonist 0, MC4R antagonist -1, CaV13 FRET inh -8, MC4R barr agon -1.2, aDG glyco act -0.1, ABCB6 inh MLPCN 100, PDI inh -6 and H9c2 protect 1.
For CCCC(=O)c1ccc(OCc2cn(CC(=O)c3ccc(O)cc3)nn2)cc1 the results were m5-HT2A agonist 1, Vif imaging 8, Glyco luc inh 1, MC4R antagonist -5, CaV13 FRET inh -2, MC4R barr agon 0.8, aDG glyco act 0.1, ABCB6 inh MLPCN 101, PDI inh 1 and H9c2 protect -10.
For O=C(c1ccccc1C(F)(F)F)N1CCN(S(=O)(=O)c2ccccc2)CC1 the results were m5-HT2A agonist 3, Vif imaging 2, Glyco luc inh -3, MC4R antagonist -1, CaV13 FRET inh -5, MC4R barr agon 0.1, aDG glyco act 0.1, ABCB6 inh MLPCN 82, PDI inh 0 and H9c2 protect 6.
For CCOC(=O)C1=C(C)N=c2s/c(=C\c3ccc(C(=O)O)cc3)c(=O)n2C1c1ccc(OC)cc1OC (stereo unspecified) the results were m5-HT2A agonist 3, Vif imaging -2, Glyco luc inh -1, MC4R antagonist 7, CaV13 FRET inh -8, MC4R barr agon -0.6, aDG glyco act 0.0, ABCB6 inh MLPCN 95, PDI inh 9 and H9c2 protect 1.
CC(=O)Oc1cccc(N2C(=O)C3CC=C(Cl)CC3C2=O)c1 (stereo unspecified) was read as m5-HT2A agonist 5, Vif imaging 14, Glyco luc inh -2, MC4R antagonist -3, MC4R barr agon -0.7, aDG glyco act 2.9*, ABCB6 inh MLPCN 89, PDI inh 9 and H9c2 protect -10.
For COc1ccc(/C=N/NC(=O)CCCCCNC(=O)c2ccccc2)cc1 the results were m5-HT2A agonist -1, Vif imaging 3, Glyco luc inh 2, MC4R antagonist -2, CaV13 FRET inh -4, MC4R barr agon 1.6, aDG glyco act 0.1, ABCB6 inh MLPCN 100, PDI inh -64 and H9c2 protect 3.
`COc1ccccc1/C=N/NC(=O)CSc1ccc2ccccc2n1` gave m5-HT2A agonist 2, Vif imaging -16, Glyco luc inh 1, MC4R antagonist 3, CaV13 FRET inh -5, MC4R barr agon -2.3, aDG glyco act 0.1, ABCB6 inh MLPCN 90, PDI inh 0 and H9c2 protect 0.
For O=S(=O)(NCC1CC1)c1ccc(F)c(Cl)c1 the results were m5-HT2A agonist 2, Vif imaging -5, Glyco luc inh 1, MC4R antagonist 1, CaV13 FRET inh -16, MC4R barr agon -2.1, aDG glyco act 0.2, ABCB6 inh MLPCN 99, PDI inh -5 and H9c2 protect -3.
Screening COc1ccccc1OCCNC(=O)c1ccccc1C returned m5-HT2A agonist -2, Vif imaging inconclusive, Glyco luc inh 2, MC4R antagonist 3, CaV13 FRET inh -4, MC4R barr agon -1.4, aDG glyco act 0.1, ABCB6 inh MLPCN 100, PDI inh 1 and H9c2 protect 0.

Bioassay records: PubChem, several laboratories
